Screens as filed in PubChem.
M1 PAM: positive allosteric modulators of human M1 muscarinic receptor | P11229 | CHO-K1 hM1, Fluo-8 calcium fluorescence, ACh EC20; 0% = ACh EC20, 100% = maximal ACh | activation, % at 3 µM | actives 0.088% (n = 360,000); in the data active = activation above about 19%, passing the limit was not always enough
CHO parental Ca: counter-screen for OX1R antagonists: effect in parental CHO cells; inhibition, % at 5.6 µM; parental CHO-K1, ATP-induced calcium, Fluo-8 fluorescence; AID 463079; actives 0.63% (n = 330,000);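 active = inhibition above that plate's mean sample inhibition plus 3 SD, cut at about 26% in these data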;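 note: 0% = ATP-challenged DMSO wells and 100% = DMSO wells without ATP; some compounds past the cut are filed as inactive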
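material = parental CHO cells | also added = ATP as calcium-mobilizing challenge | dosing = single point at 5.6 µM | detection = intracellular calcium via Fluo-8 no-wash fluorescent dye | read-out = % inhibition | benchmarks = low control ATP plus DMSO, high control DMSO only | repeats = one well per compound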
TAAR1 antagonist: human TAAR1 antagonism | actives 1.5% (n = 360,000) | AID 624466 | CHO RD-HGA16 TAAR1, Fluo-8 calcium fluorescence, antagonist | Q96RJ0 | inhibition, % at 3 µM;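 active = inhibition above a per-plate cutoff, the mean inhibition of test compounds on that plate plus 3 SD, cut at about 49% in these data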;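 note: 0% = DMSO plus EC80 beta-PEA response and 100% = DMSO alone without agonist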
Target sequence (Q96RJ0 whole entry, looked up): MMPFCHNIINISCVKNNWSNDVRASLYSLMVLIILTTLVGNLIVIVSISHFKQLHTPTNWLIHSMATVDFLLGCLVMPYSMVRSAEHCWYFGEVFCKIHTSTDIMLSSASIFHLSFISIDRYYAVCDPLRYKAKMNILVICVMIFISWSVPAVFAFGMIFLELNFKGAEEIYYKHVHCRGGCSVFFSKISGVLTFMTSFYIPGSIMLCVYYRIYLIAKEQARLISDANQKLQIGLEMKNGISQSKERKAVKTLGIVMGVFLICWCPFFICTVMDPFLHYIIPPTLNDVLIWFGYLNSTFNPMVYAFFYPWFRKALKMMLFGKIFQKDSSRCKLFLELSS
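System: CHO RD-HGA16 cells bearing hTAAR1. Reagent: EC80 β-phenethylamine stimulus. Schedule: seeding 17-24 h prior, 75-min 37 °C, 30-min RT dye loading. Signal: Fluo-8 intracellular calcium dye fluorescence, real-time kinetic reads. Read-out: % inhibition from peak post-agonist over basal fluorescence ratio. Benchmarks: vehicle wells and EC80 agonist wells. Replicates: n of 1.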
V1aR counter: V1a receptor agonism, counter-screen for OXTR agonists; P37288; CHO-V1R cells, Fluo-8 calcium fluorescence, agonist mode; 0% DMSO, 100% 3 nM vasopressin; activation, % at 3 µM; actives 0.25% (n = 320,000); AID 2797;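 active = activation above the mean activation of all tested compounds plus 3 SD, per screening run, cut at about 20% in these data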;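 note: signal is peak over basal fluorescence ratio across a 100 second FLIPR read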
CHRM1 agonist: human M1 muscarinic receptor agonism; P11229; CHO-K1 hM1, Fluo-8 calcium fluorescence, agonist mode; 0% DMSO, 100% acetylcholine EC100; activation, % at 3 µM; actives 0.33% (n = 360,000); AID 588814;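 active = activation above the run's mean compound activation plus 3 SD, cut at about 16% in these data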;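 note: peak over basal fluorescence ratio within a 140 s kinetic read after compound addition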
OXTR potentiate: human OXTR potentiation; P30559; activation, % at 3 µM; actives 0.061% (n = 320,000); CHO-OTR cells, Fluo-8 calcium fluorescence, potentiator mode; 0% = oxytocin EC15, 100% = EC100; AID 2445;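 active = activation above that plate's cutoff, the mean activation of tested compounds plus 3 SD, cut at about 6.6% in these data, passing the limit was not always enough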;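 note: 100% uses oxytocin at 75 nM as the full agonist control; some results filed as inactive read as strong as hits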
Target sequence (P30559 whole entry, looked up): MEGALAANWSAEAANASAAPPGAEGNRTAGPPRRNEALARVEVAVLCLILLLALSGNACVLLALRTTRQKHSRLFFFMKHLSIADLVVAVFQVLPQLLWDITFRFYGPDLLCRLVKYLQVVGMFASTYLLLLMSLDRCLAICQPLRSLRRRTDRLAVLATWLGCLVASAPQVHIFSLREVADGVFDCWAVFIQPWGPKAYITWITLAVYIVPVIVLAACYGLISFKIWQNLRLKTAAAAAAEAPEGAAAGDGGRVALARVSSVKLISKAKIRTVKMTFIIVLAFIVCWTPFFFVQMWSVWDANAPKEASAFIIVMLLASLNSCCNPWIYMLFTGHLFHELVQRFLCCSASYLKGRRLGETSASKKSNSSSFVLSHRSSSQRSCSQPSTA
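Material: human OTR in CHO cells. Compound: 3.0 µM, one dose. Timing: compound 6 min at room temperature before oxytocin, 100 s read. Evaluation: % activation of max/min ratio relative to oxytocin controls. Replication: single well per compound, singlicate. Signal: Fluo-8 calcium dye fluorescence.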
CHRM1 antagonist: human CHRM1 antagonism; P11229; CHO-K1 hM1, Fluo-8 calcium fluorescence, ACh EC80 antagonist; inhibition, % at 3 µM; actives 1.3% (n = 360,000); AID 588852;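 active = percent inhibition above its own plate's cutoff, namely the mean of that plate's compound wells plus 3 SD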;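 note: peak over basal fluorescence ratio during 140 s after agonist addition; 0% = ACh EC80 plus DMSO and 100% = DMSO alone without agonist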
OXTR ag: human OXTR agonism; CHO-OTR cells, Fluo-8 calcium fluorescence; normalized: DMSO 0%, oxytocin 100%; actives 0.32% (n = 320,000); activation, % at 3 µM; P30559; AID 2435;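 active = activation above the mean of all tested compounds plus 3 SD, cutoff set per screening run, cut at about 20% in these data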;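 note: peak over basal fluorescence ratio from a 100 s FLIPR kinetic read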
TAAR1 agonist: agonists of human TAAR1 | Q96RJ0 | CHO RD-HGA16 TAAR1, Fluo-8 calcium fluorescence; vehicle wells 0%, saturating PEA agonist 100% | activation, % at 3 µM | actives 0.99% (n = 360,000);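 active = activation above the mean activation of all test compounds in the run plus 3 SD, cut at about 38% in these data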
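System: CHO-derived RD-HGA16 cells with stable Gα16 and human TAAR1. Times: 17-24 h plating, Fluo-8 75 min 37 °C, 30 min RT. Measured by: calcium-sensitive Fluo-8 signal, excitation 470-495, emission 515-575 nm. Read-out basis: % activation relative to PEA EC100 response. Control set: DMSO and PEA EC100. Repeats: no replicates (n 1).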
Starred values were filed as active, the others as inactive; / = not tested or not shown. Outcome played no part in choosing rows; about 3.7% have a hit in one of these screens.

Each structure is followed by: M1 PAM | CHO parental Ca | TAAR1 agonist | OXTR ag | CHRM1 antagonist | OXTR potentiate | CHRM1 agonist | TAAR1 antagonist | V1aR counter
1	COc1cccc(C(NC(C)=O)c2nc(-c3cccnc3)cs2)c1 (stereo not drawn)
 : 9 | / | 1 | / | -7 | / | 0 | -9 | /
2	Cc1nn(C)c(Cl)c1C(=O)NCC(=O)NCc1ccccc1
 : -3 | -3 | 3 | 0.9 | 11 | -3 | -4 | -19 | 1.3
3	C=CCNC(=S)Nc1ccc(N(C)C)cc1
 : 9 | -25 | 4 | 0.0 | -12 | 1 | -5 | -20 | 0.6
4	CCOc1ccc(NC(=O)c2ccc(NS(=O)(=O)c3cccs3)cc2)cc1
 : 9 | 6 | -2 | 2.8 | -3 | -10 | -8 | 3 | 4.3
5	Cc1nc(-c2cccc(NS(=O)(=O)c3cccc4ccccc34)c2)cs1
 : 3 | -17 | 13 | 0.1 | -6 | -2 | 3 | 5 | 1.0
6	O=C(CSCc1ccc(Br)cc1)Nc1ccc(S(=O)(=O)N2CCOCC2)cc1
 : 0 | -1 | 26 | 15 | -2 | -11 | -4 | 22 | 9.5
7	CC1(C)Cc2c(sc3c2C2=NCCN2C=N3)CO1
 : 9 | 0 | 5 | 0.3 | -8 | -4 | -5 | -3 | 1.5
8	O=S(=O)(C/C(=C/CO)S(=O)(=O)c1ccccc1)c1ccccc1
 : 7 | -9 | 7 | 1.5 | -6 | 3 | -3 | -13 | 0.6
9	CCOc1ccc(CNC(=O)CCS(=O)(=O)c2ccc3c(c2)oc(=O)n3C)cc1
 : -2 | -8 | 2 | 0.3 | 15 | -4 | -4 | -36 | 0.5
10	Cc1ccc(NC(=O)COC(=O)CNC(=O)c2cccc([N+](=O)[O-])c2)cc1S(=O)(=O)N1CCCCCC1
 : -4 | 6 | 18 | 1.4 | 7 | -7 | -6 | 47 | 4.9
11	N#C/C(=C\c1ccc2c(c1)OCCO2)C(=O)Nc1ccc(C(=O)O)cc1
 : 4 | -11 | 1 | -0.1 | -3 | -7 | -6 | -11 | 0.0
12	CN(CC1COc2ccccc2O1)C(=O)c1cccc(S(=O)(=O)N2CCCC2)c1 (stereo not drawn)
 : 15 | -15 | -3 | 1.6 | -20 | -7 | -1 | -11 | 1.2
13	COCCCn1c(=O)c2sccc2n(Cc2cc(C(=O)OC)ccc2OC)c1=O
 : 7 | -18 | 3 | -2.0 | -10 | -8 | -5 | -11 | -0.5
14	COc1ccc(Cl)cc1NC(=O)Nc1ccccc1SC
 : 2 | 2 | 5 | -2.2 | 6 | -6 | -5 | 19 | -1.2
15	O=C(c1ccc2c(c1)N(Cc1ccccc1F)C(=O)c1ccccc1S2(=O)=O)N1CCCC1
 : 5 | -20 | -1 | -1.4 | 5 | -11 | -2 | -44 | -0.8
16	COc1ccc(-c2nc3c4ccccc4ccn3c2Cc2ccsc2)cc1OC
 : -15 | / | -1 | / | 18 | / | -8 | 18 | /
17	O=C(Nc1ccc2c(c1)OCCO2)N1CCN(Cc2ccccc2)CC1
 : 0 | 2 | 2 | 0.4 | 7 | -2 | -6 | -8 | -0.6
18	O=C(Nc1ccc2c(c1)OCCO2)c1ccccc1
 : -12 | -13 | / | -0.6 | 21 | -9 | -1 | / | 0.7
19	CC1(C(=O)NCCCNc2ncc(C(F)(F)F)cc2Cl)C=CCN1C(=O)c1ccccc1 (stereo not drawn)
 : 8 | -25 | 1 | -2.5 | -8 | 2 | -5 | -10 | -0.7
20	COc1ccc(S(=O)(=O)N2CCN(C(=O)CCSc3ccccc3)CC2)cc1
 : 5 | -9 | 7 | 7.2 | -9 | -8 | -3 | 28 | 8.6
21	Cc1ccc(Cn2ccc(=O)c(OCc3c(Cl)cccc3Cl)c2C)cc1
 : -4 | -22 | 5 | -1.0 | 2 | -8 | -5 | 18 | 2.5
22	CCOCc1cn(CC(=O)c2ccc([N+](=O)[O-])cc2)c(C)nc1=N
 : -3 | -2 | 15 | 0.6 | 4 | -4 | -6 | 10 | -0.4
23	Cc1nc(Nc2ccc(C(=O)O)cc2)sc1-c1ccccc1
 : -2 | 2 | 62* | 5.7 | 1 | -3 | 0 | 31 | 1.3
24	CC(=O)NC(c1ccco1)c1cc(Cl)c2cccnc2c1O (stereo not drawn)
 : 5 | / | -1 | / | -11 | / | -5 | -16 | /
25	O=C(COC(=O)c1ccc(C(F)(F)F)cc1)Nc1cccc(S(=O)(=O)NC2=NCCCCC2)c1
 : -7 | -20 | 3 | 2.5 | 8 | -10 | -2 | 18 | 1.4
26	Cc1cc(C)c(C#N)c(SCc2ccccc2F)n1
 : 2 | -2 | 0 | -1.9 | 3 | -5 | -5 | -11 | 2.2
27	COc1ccc(N2CCN(C(=O)CN3C(=O)NC(c4ccc(OC)cc4)(c4ccc(OC)cc4)C3=O)CC2)cc1
 : 12 | 3 | 5 | 0.6 | -14 | -16 | 0 | -6 | 0.9
28	Cn1cc(CN2CCC(C(O)c3cccs3)CC2)c(-c2ccccc2F)n1 (stereo not drawn)
 : 10 | -6 | 1 | 0.7 | -17 | -5 | -8 | -9 | -0.2
29	Cc1c(NC(=O)C(C)SC(=S)N2CCCC2)c(=O)n(-c2ccccc2)n1C (stereo not drawn)
 : -1 | -10 | -3 | 0.9 | -1 | -9 | -7 | -1 | 0.2
30	CCOc1cccc(CNc2nnnn2C)c1
 : 5 | -2 | 0 | -0.4 | -8 | 1 | -6 | -3 | -0.5
31	COc1ccc(Br)cc1CN(C)C(C)C(=O)Nc1cc([N+](=O)[O-])ccc1OC (stereo not drawn)
 : -10 | -18 | 5 | -1.8 | -2 | -2 | -11 | 5 | 0.8
32	COc1cccc(C2=CC(=O)C(C(C)(C)C)N2C(C)(C)C)c1 (stereo not drawn)
 : 2 | / | 1 | / | -14 | / | -6 | -19 | /
33	CCCN(c1ccccc1F)S(=O)(=O)c1c[nH]c(C(=O)OC)c1
 : 0 | -18 | -2 | -2.4 | 1 | -7 | -3 | -15 | 0.0
34	COc1cc(OC)c2c3c(c(C4CCCCC4)nc2c1)CCCC3
 : -3 | / | 1 | / | 4 | / | -3 | -22 | /
35	Fc1ccc(NC(=S)N2CCCCC2)cc1
 : 8 | -2 | 3 | 0.2 | -12 | 1 | -5 | -21 | 1.5
36	O=C1CC2(CCN(C(=O)c3c(F)cccc3Cl)CC2)Oc2ccccc21
 : -2 | -3 | 3 | 1.4 | 3 | -2 | 0 | 9 | 2.2
37	CCCc1sc(N/N=C/c2ccccn2)nc1-c1ccc(F)cc1
 : -3 | -15 | / | -1.2 | 6 | -5 | -4 | / | 0.0
38	CCN(CC)C(=O)CSc1nc2sc(C)c(C)c2c(=O)[nH]1
 : 6 | -5 | 9 | 0.8 | 7 | -13 | -1 | -30 | 1.1
39	COC1CCN(C(=O)c2ccc(OC3CCN(CCc4ccccc4)CC3)cc2)CC1
 : 8 | -16 | 6 | 2.1 | -6 | 1 | -13 | 2 | 3.9
40	Cn1c(=O)oc2cc(S(=O)(=O)NCCc3ccccc3)ccc21
 : 12 | -9 | 3 | 1.3 | -11 | -12 | 1 | 2 | 1.0
41	CCc1cc(=O)oc2cc(C)c(CN3CCCCC3)c(O)c12
 : -3 | -3 | 7 | 0.1 | 16 | 6 | -3 | -4 | -1.4
42	CC(C)N1CCN(Cc2ccc(Sc3nncn3C)o2)CC1CCO (stereo not drawn)
 : 1 | -2 | 1 | 0.1 | -3 | 1 | -7 | -1 | 0.4
43	Cc1cc(N2CCCC2)ccc1NC(=O)COc1cccc(C(F)(F)F)c1
 : -15 | 0 | -2 | 2.0 | 15 | -5 | -3 | -32 | 3.2
44	CCOc1ccc(OCCC(=O)OCC(=O)Nc2ccc(C)c(S(=O)(=O)N3CCCCC3)c2)cc1
 : -13 | -6 | 9 | 8.6 | 20 | -21 | 1 | 35 | 6.8
45	CCN(CC)c1ccc(C=C2C(=O)OC3(CCCCC3)OC2=O)cc1
 : 6 | -2 | 37 | 0.5 | -3 | -8 | -2 | 24 | 0.8
46	COc1ccc(-c2nc3ccc(C)cn3c2Cc2ccc(C)cc2)cc1OC
 : 5 | / | 1 | / | -30 | / | -5 | -5 | /
47	O=C(NC(=S)Nc1ccc(Cl)cc1)c1cncc(Br)c1
 : 6 | -10 | 2 | -0.8 | -10 | 1 | -1 | -24 | 0.1
48	O=C(CNC(=O)c1ccc(N2C(=O)c3ccccc3C2=O)cc1)OCC(=O)c1cccc2ccccc12
 : -6 | 5 | 0 | 0.2 | 12 | -8 | -3 | -20 | 0.2
49	Cc1onc(-c2ccccc2Cl)c1C(=O)NCCn1c(C)cc2ccccc21
 : -4 | -3 | / | -0.4 | 8 | -4 | 0 | / | 2.5
50	CCN(CC)S(=O)(=O)c1ccc(N2CCOCC2)c(NC(=O)c2cc(C)cc(C)c2)c1
 : 4 | -25 | -3 | -2.3 | -5 | 2 | -6 | -5 | -0.9
51	CC1CCCCN1S(=O)(=O)c1ccc(C(=O)N2CCOCC2)cc1 (stereo not drawn)
 : 7 | 6 | 4 | 0.7 | -10 | -1 | -4 | 18 | 0.6
52	CC1=C(C(=O)N2CCOCC2)CC(CC(=O)NCc2cccs2)C(=O)N1CCCN1CCCC1=O (stereo not drawn)
 : -1 | / | 0 | / | 5 | / | 1 | -26 | /
53	CN(C(=O)c1ccc(=O)[nH]c1)C1(C(=O)NC2CCCCC2)CCCCC1
 : 4 | 7 | 9 | -1.2 | -2 | -5 | -4 | 12 | 0.9
54	COc1ccc(NC(=O)c2ccc(-n3nc(C)cc3C)cc2)cc1OC
 : 2 | 1 | 5 | 0.4 | 0 | -27 | -1 | -11 | -0.3
55	CC(C)C[C@@H](CNCC(=O)[C@H](Cc1ccccc1)NC(=O)c1[nH]cnc1C(=O)N[C@@H](C)CN)NC(=O)c1nc[nH]c1C(=O)N[C@@H](C)C(=O)O
 : 13 | / | 3 | / | -7 | / | 4 | -10 | /
56	CC(=O)O[C@@H]1[C@H]2[C@@H](C[C@@H](C)[C@@H]3CCC(=O)[C@@]13C)OC(=O)[C@@H]2C
 : 10 | -6 | 14 | 0.2 | -9 | 7 | -2 | 12 | 0.9
57	O=C(c1cc2ccccc2oc1=O)N1CCN(c2ncccn2)CC1
 : 8 | -9 | / | -0.3 | -13 | -9 | -3 | / | 0.1
